Bioassay records (PubChem)
H1N1 NS1A inhibition: H1N1 influenza NS1A inhibitors, functional cell based assay (AID 504329) | NS1A functional cell-based assay, percent inhibition; higher % means a stronger effect | inhibition, % at 12.5 µM; hits with a dose series show IC50 in µM | 340,000 compounds, 0.3% hits; in the data active = a potency from the dose series; inconclusive = inhibition above about 27% without an active follow-up result; also: strong numbers were not always called active
PhoP GFP inhibition: PhoP regulon inhibitors, Salmonella typhi PhoP promoter GFP reporter, confirmatory (AID 1850); Salmonella Typhi PhoP-promoter GFP reporter, fluorescence, 4 h; higher % means a stronger effect; one-dose inhibition, % at 50 µM; IC50 in µM for titrated hits; 310,000 compounds, 0.33% hits; in the data active = a potency from the dose series; inconclusive = inhibition mostly from about 25% at the one dose, without a potency; inactive = the rest, 99 in 100 with inhibition below about 19%;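 also: 0% = induced wells with vehicle and 100% = uninduced wells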
tuberculosis growth: growth inhibition of non-replicating M. tuberculosis (AID 488890). Mycobacterium tuberculosis non-replicating, growth inhibition; higher % means a stronger effect. inhibition, % at 25 µM, or IC50 in µM where a hit was titrated. 320,000 compounds, 0.39% hits; in the data active = a potency from the dose series; inconclusive = inhibition mostly from about 82% at the one dose, without a potency; inactive = the rest, 99 in 100 with inhibition below about 76%;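 also: plate controls were DMSO cells for no effect and high antibiotic wells for full effect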
VEEV TC-83 Vero: inhibitors of VEEV TC-83 cytopathic effect, confirmation, Vero cells (AID 588727). Vero cells, VEEV TC-83 cytopathic effect inhibition; higher % means a stronger effect. inhibition, % at 20 µM, or IC50 in µM where a hit was titrated. 350,000 compounds, 0.13% hits; in the data active = a potency from the dose series; inconclusive = inhibition mostly from about 14% at the one dose, without a potency; inactive = the rest, 99 in 100 with inhibition below about 12%; also: strong numbers were not always called active
M. tuberculosis HTS: M. tuberculosis growth inhibition, HTS (AID 449762); M. tuberculosis H37Rv growth inhibition, 7H9 media; higher % means a stronger effect; inhibition, % at 25 µM; hits with a dose series show IC50 in µM; 330,000 compounds, 0.59% hits; in the data active = a potency from the dose series; inconclusive = inhibition above about 70% without an active follow-up result;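 also: bacterial growth assessed after seven days of incubation; strong numbers were not always called active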
VEEV TC-83 Vero 10K pilot screen: further read-out of VEEV TC-83 Vero, marked with its call; inhibition, %; measured here: 10K pilot screen inhibition
Numbers without * were called inactive; i = inactive; ? = inconclusive; nt = no result given.

SMILES	H1N1 NS1A inhibition	PhoP GFP inhibition	tuberculosis growth	VEEV TC-83 Vero	M. tuberculosis HTS	others
N/C(=N\OC(=O)CCc1ccccc1)c1ccc(Cl)cc1	-5%	9%	17%	i	-7%
Cc1nn(Cc2ccccc2Cl)c2sc(C(=O)Nc3ccccc3N3CCOCC3)cc12	8%	10%	10%	3.4%	0%
CC(C)CNC(=O)c1ccc2c(c1)C(=O)N(Cc1ccco1)C2=O	-1%	2%	5%	1.0%	5%
COCCn1c(SCC(=O)NC(C)c2ccc(F)cc2)nc2ccccc21 (stereo unspecified)	2%	6%	-7%	i	-9%
Cc1cccc(NC(=S)NC2CC3CCC(C2)N3Cc2ccco2)c1C (stereo unspecified)	-7%	0%	14%	0.2%	1%
COc1ccc(C)cc1NC(=O)c1[nH]c(C)c(C(C)=O)c1C	6%	1%	-10%	6.2%	-2%
Cc1cc(C(=O)OCc2nc3ccccc3s2)c(C)o1	3%	-1%	2%	1.3%	4%
CCC(C)C(NC(=O)CCC(=O)OCC(=O)[C@@]1(O)CCC2[C@@H]3CCC4=CC(=O)C=C[C@]4(C)C3[C@@H](O)C[C@@]21C)C(=O)O (stereo partly specified)	-5%	3%	-22%	0.8%	3%
CCOC(=O)C1CCCN(C(=O)Nc2cccc(Cl)c2)C1 (stereo unspecified)	-13%	-7%	37%	i	3%
Cc1ccc(Nc2nc(-c3sc(C)nc3C)cs2)cc1	-1%	-6%	75%	6.0%	?
C[C@H](NC(=O)c1nc[nH]c1C(=O)N[C@@H](Cc1ccccc1)C(=O)OCc1ccccc1)C(=O)OC(C)(C)C	0%	9%	65%	1.6%	2%
CCCn1nc(C(=O)Oc2ccc3c(C)cc(=O)oc3c2)c2ccccc2c1=O	-4%	8%	29%	1.2%	-9%	VEEV TC-83 Vero 10K pilot screen=4.6
Cc1c(Cc2c(C)n(C)n(-c3ccccc3)c2=O)c(=O)n(-c2ccccc2)n1C	-4%	7%	-4%	i	0%
CCOC(=O)CNC(=O)c1ccc2[nH]c3c(c2c1)CCCC3	7%	10%	-6%	1.6%	-3%
CCOc1ccc(S(=O)(=O)Nc2ccc(C(=O)NCc3ccncc3)cc2)cc1	-5%	nt	30%	1.7%	-1%
O=C(NCC(=O)N1CCCC(C(F)(F)F)C1)c1ccccc1F (stereo unspecified)	-15%	-1%	0%	0.2%	3%
CCOC(=O)N1CCC(N2Cc3cccc(C(=O)Nc4ccc(S(=O)(=O)N(CC)CC)cc4)c3C2=O)CC1	-1%	8%	9%	2.5%	6%
Cc1ccc(Nc2c3c(nc4ccccc24)CCC3)cc1	nt	19µM*	?	1.8%	?
Cn1c2c(c(=O)n(C)c1=O)C(C(F)(F)F)(C(F)(F)F)N=C(c1ccccc1Cl)N2	-2%	-11%	23%	3.6%	nt
CCCSc1nn2c(=O)c3ccccc3nc2s1	0%	-1%	?	1.1%	8.3µM*
Cc1c(N2C(=O)c3ccc(F)cc3C2=O)c(=O)n(-c2ccccc2)n1C	-3%	4%	-11%	i	-8%
CCOCC(=O)N1CCN(c2cccc(Cl)c2)CC1	-4%	-2%	54%	i	?
O=C(CSc1nc(-c2ccccc2)cs1)NCCCN1CCCC1=O	-1%	nt	11%	3.2%	4%
C[C@H]1CN(S(=O)(=O)c2c(F)cccc2F)CCN1S(=O)(=O)c1ccc2c(c1)OCCO2	-12%	nt	11%	6.6%	-10%
COc1cc(CN2CCc3ccccc3C2)cc([N+](=O)[O-])c1O	-4%	6%	-4%	0.4%	3%
O=C(C1CCCN(S(=O)(=O)c2cccc3nsnc23)C1)N1CCc2ccccc21 (stereo unspecified)	3%	-5%	3%	i	-10%
CCOC(=O)C1(CCc2ccccc2)CCN(C(=O)c2occc2C)CC1	4%	4%	18%	3.4%	1%
Cc1ccc(S(=O)(=O)N2[C@@H](c3ccc(Cl)cc3)C(C(=O)O)=CC[C@H]2c2cccs2)cc1	-27%	3%	14%	i	3%
S=c1[nH]nc(Cc2noc3ccccc23)n1-c1ccc(Cl)cc1	5%	-18%	-10%	0.4%	2%
O=C(O)C1CCN(c2ccc(S(=O)(=O)N3CCC(C(=O)O)CC3)cc2[N+](=O)[O-])CC1	-4%	-1%	5%	2.0%	-5%
O=C(CCC(=O)c1ccccc1)NCc1ccccc1	-3%	-14%	9%	0.1%	-1%
FC(F)Oc1ccccc1NC(=S)NCc1ccco1	3%	1%	66%	i	2%
CC1(C)C2([N+](=O)[O-])CN3CC1([N+](=O)[O-])CN(C2)C3c1cccnc1 (stereo unspecified)	-12%	2%	-5%	1.1%	-3%
COC(=O)NCC(c1ccc2c(c1)OCO2)N1CCN(c2ccc(OC)cc2)CC1 (stereo unspecified)	9%	1%	5%	i	5%
COCCNC(=O)c1ccccc1NC(=O)CCSc1ccccc1	3%	1%	11%	0.6%	-2%
Cc1ccc(-n2c(=O)cc(NCc3cccnc3)[nH]c2=O)cc1	-3%	-3%	2%	2.8%	-1%
O=C(NCc1nc2ccccc2[nH]1)C1=C[C@H](c2ccc(C(F)(F)F)cc2)C[C@H](OCCCCO)O1	-7%	3%	51%	2.9%	14%
CCOC(=O)c1c(C)n(-c2ccc(C)cc2)c2ccc(OCC(O)CNCCCO)cc12 (stereo unspecified)	26%	-2%	?	1.4%	?
O=C(OCC(=O)c1ccc(S(=O)(=O)N2CCCC2)cc1)C1=COCCO1	5%	11%	-1%	6.7%	-3%
C/C(CC(=O)Nc1cccc(C(F)(F)F)c1)=N\NC(=O)c1ccncc1	4%	-3%	61%	i	?
CCOc1ccc(N=C(/C(C(=O)C(=O)N2CCOCC2)=C(\O)c2ccccc2)c2ccccc2)cc1	-11%	-15%	?	0.1%	-6%
COc1cccc(OC)c1OCCN1CCN(C(=O)c2ccco2)CC1	-3%	-9%	-12%	1.4%	6%
OCCCc1nc2ccccc2n1CCc1ccccc1	1%	-3%	1%	2.7%	-6%
CC(NC(=O)c1ccccc1Cl)NC(=O)c1ccccc1Cl	-6%	9%	-2%	0.9%	-7%
OCCCc1nc2n(n1)C(c1cccs1)C=C(c1ccccc1)N2 (stereo unspecified)	nt	nt	0%	nt	-2%
CC(=O)c1cccc(NC(=O)CCc2nnc3ccc(NCc4ccc5c(c4)OCO5)nn23)c1	-4%	-15%	-6%	1.0%	-5%
Cc1ccc(N2CC(=O)N(CC(=O)O)C2=O)cc1	1%	-4%	-11%	2.5%	1%
CCOC(=O)CCCNC(=O)COc1ccccc1C#N	0%	1%	1%	1.8%	-3%
COc1ccc2oc(=O)c(/C(C)=N/NC(=O)c3ccncc3)cc2c1	2%	-8%	0.84µM*	1.4%	?
O=C(Nc1nnc(C2=COCCO2)o1)c1ccc(S(=O)(=O)N2CCCC2)cc1	3%	9%	6%	0.9%	-2%
O=C(Nc1cnccn1)c1cccs1	0%	1%	5%	3.9%	-6%
C/C(Cc1ccccc1)=N\NC(=O)C1CCCCC1	-2%	-4%	-6%	0.8%	-2%
COC(=O)c1ccccc1NC(=S)NC(NC(=O)c1ccccc1[N+](=O)[O-])C(Cl)(Cl)Cl (stereo unspecified)	4%	-12%	17%	7.7%	-7%
CCCc1nc(N2CCN(S(=O)(=O)c3ccc(Cl)cc3)CC2)c2c(C)c(C)sc2n1	1%	-3%	-9%	3.0%	-3%
COc1ccc(Cl)cc1CSc1ncn[nH]1	-1%	-4%	0%	i	3%
O=S(=O)(Nc1ccc(N2CCOCC2)nn1)c1ccccc1	2%	-2%	-5%	0.5%	1%	VEEV TC-83 Vero 10K pilot screen=1.5
CCOC(=O)c1c(S(=O)(=O)NCC(=O)Nc2ccccc2OC)c(C)n(C)c1C	-2%	10%	3%	i	1%
COc1ccc(C)cc1-n1c(C)cc(C=O)c1C	9%	-9%	-5%	0.9%	-3%
O=C(NCc1ccc(Cl)cc1)C1CCCN(C(=O)c2ccc(Cl)cc2)C1 (stereo unspecified)	-15%	nt	65%	i	-1%
O=C(CO/N=C/c1ccccc1OC(F)F)NC1CCCCC1	5%	-4%	3%	0.1%	-1%

2 entries picked at random from those above:
SMILES	H1N1 NS1A inhibition	PhoP GFP inhibition	tuberculosis growth	VEEV TC-83 Vero	M. tuberculosis HTS	others
COc1ccc(C)cc1-n1c(C)cc(C=O)c1C	9%	-9%	-5%	0.9%	-3%
OCCCc1nc2n(n1)C(c1cccs1)C=C(c1ccccc1)N2 (stereo unspecified)	nt	nt	0%	nt	-2%

Structures above containing two or more sulfur atoms, in the order listed:
SMILES	H1N1 NS1A inhibition	PhoP GFP inhibition	tuberculosis growth	VEEV TC-83 Vero	M. tuberculosis HTS	others
Cc1ccc(Nc2nc(-c3sc(C)nc3C)cs2)cc1	-1%	-6%	75%	6.0%	?
CCCSc1nn2c(=O)c3ccccc3nc2s1	0%	-1%	?	1.1%	8.3µM*
O=C(CSc1nc(-c2ccccc2)cs1)NCCCN1CCCC1=O	-1%	nt	11%	3.2%	4%
C[C@H]1CN(S(=O)(=O)c2c(F)cccc2F)CCN1S(=O)(=O)c1ccc2c(c1)OCCO2	-12%	nt	11%	6.6%	-10%
O=C(C1CCCN(S(=O)(=O)c2cccc3nsnc23)C1)N1CCc2ccccc21 (stereo unspecified)	3%	-5%	3%	i	-10%
Cc1ccc(S(=O)(=O)N2[C@@H](c3ccc(Cl)cc3)C(C(=O)O)=CC[C@H]2c2cccs2)cc1	-27%	3%	14%	i	3%
CCCc1nc(N2CCN(S(=O)(=O)c3ccc(Cl)cc3)CC2)c2c(C)c(C)sc2n1	1%	-3%	-9%	3.0%	-3%

More results follow.
SMILES	H1N1 NS1A inhibition	PhoP GFP inhibition	tuberculosis growth	VEEV TC-83 Vero	M. tuberculosis HTS	others
CC(Cc1cccs1)NC(=O)c1cccs1 (stereo unspecified)	3%	-1%	75%	0.3%	6%
O=C(CN1C(=O)NC2(CCCCC2)C1=O)Oc1ccc2c(C(F)(F)F)cc(=O)oc2c1	11%	-11%	-2%	1.7%	17%
CC1CN(c2nc3ccccc3cc2-c2ccccc2)CC(C)O1 (stereo unspecified)	0%	6%	-9%	5.4%	-1%
O=C(Cn1nnc2ccccc21)OCC(=O)c1ccc(F)cc1	-4%	-4%	-1%	?	3%
C/C=C\C=C/C(=O)Nc1cccc(C2=NOC3(C2)C[C@@H](C(N)=O)N(C(=O)CCCCC)C3)c1 (stereo partly specified)	6%	-4%	20%	0.6%	15%
COc1ccc(CN2C(=NC(=O)c3ccccc3)SC3CS(=O)(=O)CC32)cc1 (stereo unspecified)	10%	-10%	-1%	0.8%	0%
CCn1c(Cc2ccccc2)nnc1SCC(=O)Nc1nc2ccccc2s1	-15%	9%	-13%	0.6%	2%
COc1cccc(N2C(=O)CN(Cc3ccccc3)C2=S)c1	-9%	-20%	6%	1.2%	0%
COc1ccc(-n2c(C)cc(C(=O)CSc3nn4c(=O)c(C(C)(C)C)nnc4s3)c2C)cc1	1%	2%	23%	2.7%	2%
O=C(CCN1CCN(C/C=C/c2ccccc2)CC1)Nc1ccccc1Cl	-3%	7%	2%	0.1%	-1%
O=C(O)COCC(=O)Nc1ccc2c(c1)oc1ccccc12	2%	4%	-14%	0.5%	-1%
CCS(=O)(=O)N1Cc2ccccc2CC1C(=O)N(C)CC(=O)Nc1cccc(F)c1 (stereo unspecified)	-7%	-1%	6%	3.5%	-10%
CC(=O)Nc1ccc(Nc2cc(C)c3ccccc3n2)cc1	-3%	-6%	44%	2.9%	10%
COc1ccc(CCNCC(=O)N2C(C)CCCC2C)cc1OC (stereo unspecified)	-1%	7%	-4%	0.4%	0%
CC(Cc1ccccc1)NC(=O)CCCCC(=O)NC(C)Cc1ccccc1 (stereo unspecified)	-3%	0%	-1%	i	-4%
O=[N+]([O-])c1cccnc1Oc1ccc(OCc2ccccc2)cc1	0%	-13%	61%	1.6%	6%
COC(=O)c1ccc(C(=O)NC(=S)Nc2nc3c(s2)CCCC3)cc1	11%	-15%	4%	0.9%	28%
c1ccc(-c2cnn3nnnc3n2)cc1	-1%	3%	-15%	2.4%	-10%
O=C(Nc1ccc(F)cc1)c1ccc(=O)[nH]n1	-11%	-5%	-17%	i	21%
CCC(=O)c1c[nH]c(C(=O)NCCCN2CCOCC2)c1	-2%	-5%	-11%	3.5%	2%
COc1cccc(N2[C@@H](CC(=O)O)c3ccccc3S2(=O)=O)c1	9%	-12%	-9%	0.6%	-2%
CC1=C(CC(=O)O)c2cc(F)ccc2C1=Cc1ccc(S(C)(=O)=O)cc1	0%	-10%	-2%	0.2%	-2%
Cc1cccn2c(=O)c3cc(C(=O)N4CCCC(C)C4)sc3nc12 (stereo unspecified)	3%	15%	13%	0.8%	-3%
